EPAC2 agonist = qHTS for Agonist of cAMP-regulated guanine nucleotide exchange factor 4 (EPAC2): primary screen | EPAC2 activation, biochemical qHTS; response scale: 100% = 6.5 mM cAMP response | Potency, µM (titrated, usually from 154 µM), for inactives: at the top dose activation, most hits filed as activators | 360,000 compounds, 0.079% hits; also: potency is read from the fitted curve at half-maximal effect; nearly all actives have a fitted effect of over 50% in size
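Setup: EPAC2 100 nM, labeled Rap1B complex 250 nM, free GDP 50 uM. Compound titrations pinned in, brief spin, 5 min room temperature incubation. Kinetic fluorescence read over 30 min, normalized to 6.5 mM cAMP.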
aSyn yeast inh = qHTS of alpha-syn Inhibitors. Yeast expressing alpha-synuclein, growth rescue, BacTiter-Glo, 24 h. Potency, µM (highest dose often 46.1 µM), for inactives: at the top dose growth rescue (activation), usual class: activators. 370,000 compounds, 0.14% hits. AID 652106, 2013; also: potency is read from the fitted curve at half-maximal effect; % of control where 0% means no effect; nearly all actives have a fitted effect of over 65% in size
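Galactose-induced alpha-syn yeast (OD600=0.02, raffinose-pregrown) + pinned cpd, 24 hr, 30 deg C; growth by BacTiter-Glo luminescence. Growth restoration scores as activation.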
EPAC2 antagonist = qHTS for Antagonist of cAMP-regulated guanine nucleotide exchange factor 2 (EPAC2): primary screen. Potency, µM (doses to about 114 µM), for the others: top-dose activity, negative = inhibition, usual class: inhibitors. Rap guanine nucleotide exchange factor 4 (Homo sapiens), Q8WZA2. EPAC2 GEF exchange of Rap1B-BODIPY-GDP, fluorescence. AID 720708, 2013. 360,000 compounds, 0.18% hits; also: potency is read from the fitted curve at half-maximal effect; % is scaled to controls: 0 for no effect and ±100 for the full control effect; nearly all actives have a fitted effect of over 45% in size; many of its hits are not listed in these tables
Abeta rescue = qHTS for compounds that reverse cellular toxicity of Amyloid beta (A-beta) peptide in yeast: Primary Screen; yeast expressing A-beta42, growth rescue, OD600, 48 h; response scale: 0% DMSO, 100% iron-clioquinol control; Potency, µM (highest dose often 46.1 µM), for the others: top-dose growth rescue, actives largely listed as activators; 410,000 compounds, 0.063% hits; also: potency is read from the fitted curve at half-maximal effect; nearly all actives have a fitted effect of over 55% in size
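Yeast growth medium received pinned compounds, then yeast cells expressing toxic A-beta were added; plates incubated at 30 C for 48 hr. Growth read as absorbance at 600 nm, normalized to DMSO and equimolar FeCl3 plus clioquinol controls.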
D3 ag = qHTS of D3 Dopamine Receptor Agonist: qHTS; D(3) dopamine receptor (Homo sapiens), P35462; D3R DiscoveRx beta-arrestin cells, luminescence, 90 min; max activation, %; 410,000 compounds, 0.58% hits; AID 652048, 2013; in the data active = max activation above about 30%; also: 0% is about no effect; mostly tested at two doses, the higher about 12 µM
Target sequence (P35462 whole entry, looked up): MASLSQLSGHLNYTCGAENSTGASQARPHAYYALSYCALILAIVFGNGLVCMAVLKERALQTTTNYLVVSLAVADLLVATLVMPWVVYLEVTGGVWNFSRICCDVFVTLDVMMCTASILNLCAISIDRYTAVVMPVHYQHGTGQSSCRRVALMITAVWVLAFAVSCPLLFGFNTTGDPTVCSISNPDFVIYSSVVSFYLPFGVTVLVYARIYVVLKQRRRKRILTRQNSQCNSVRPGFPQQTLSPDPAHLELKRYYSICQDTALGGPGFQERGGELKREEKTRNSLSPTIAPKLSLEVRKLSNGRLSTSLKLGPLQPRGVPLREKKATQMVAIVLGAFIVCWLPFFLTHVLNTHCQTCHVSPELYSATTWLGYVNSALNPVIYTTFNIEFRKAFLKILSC
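Agonist mode: compounds and dopamine controls were applied to plated cells for 90 min at 37 degrees C after an overnight attachment at 1500 cells/well. Luminescent read-out followed 30 - 60 minutes at room temperature with DiscoveRx detection reagent.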
TDP43 rescue = qHTS of TDP-43 Inhibitors | TDP-43 expressing yeast growth rescue, BacTiter-Glo, 24 h | 410,000 compounds, 1.8% hits | Potency, µM (titrated, usually from 46.1 µM), without a hit: top-dose growth rescue (activation), actives largely listed as activators; also: potency is read from the fitted curve at half-maximal effect; % of control where 0% means no effect; nearly all actives have a fitted effect of over 50% in size
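Luminescence from BacTiter-Glo reports growth of TDP-43-expressing yeast after 24 hr at 30 deg C with compound. Cells were raffinose-pregrown to mid-log, then seeded in galactose medium at OD600=0.02.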
FUS yeast rescue = qHTS for Suppressors of FUS Proteinopathy: Primary screen using FUS-linked yeast assay; Potency, µM (top dose mostly 76.6 µM), inactives show at the top dose growth rescue (activation), actives largely listed as activators; AID 1347120, 2019; 390,000 compounds, 0.24% hits; S. cerevisiae FUS-expressing, growth rescue, OD600, 24 h;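 also: potency is read from the fitted curve at half-maximal effect; plate controls were DMSO vehicle for no effect and reference control for full effect; nearly all actives have a fitted effect of over 55% in size; some results filed as inactive show a strong effect at the top dose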
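Cultures pregrown in 2.5% raffinose medium are shifted to minimal medium containing 2% galactose to express toxic FUS. Compounds are tested at several concentrations. After 24hr at 30C, growth is quantified at 600 nm absorbance.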
DRD3 antagonist = qHTS of D3 Dopamine Receptor Antagonist: qHTS. AID 652054, 2013. D(3) dopamine receptor (Homo sapiens), P35462. D3R cells, DiscoveRx beta-arrestin luminescence, antagonist mode; active compounds read low. 360,000 compounds, 2.5% hits. max response, negative = inhibition, %; in the data active = max response below about -50%; inconclusive = no clear call, values can overlap the other calls; also: % is scaled to controls: 0 for no effect and ±100 for the full control effect; mostly tested at two doses, the higher about 12 µM
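Cells plated overnight at 1500 cells/well, then exposed to library compounds with dopamine controls for 90 minutes at 37 degrees C. DiscoveRx reagent added for 30–60 minutes at room temperature; luminescence read, quantitative HTS format.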
* = called active by the depositor; ? = inconclusive; . = not tested or not shown; & = joins results of further samples; [ ] = another dose, or the depositor's remark. Unless noted, calls follow the shape of the dose curve; as a rule, active = well fitted curve in the direction sought with a large enough effect; inconclusive = small, poorly fitted or top-dose-only effect, or another doubt; inactive = no such curve, though single readings can be large; an effect the other way counts as inactive or inconclusive. A portion of the library; count on the stated rates, not on these rows.

SMILES | EPAC2 agonist | aSyn yeast inh | EPAC2 antagonist | Abeta rescue | D3 ag | TDP43 rescue | FUS yeast rescue | DRD3 antagonist
OCCNc1ncnc2c1cnn2Cc1ccccc1 | 0% | -2% | -4% | 2% | -1 | -17% | 0% | -12
COc1ccc(NC(C)=O)cc1C | 5% | -15% | 1% | -6% | 5 | -2% | -16% | -7
O=C(Cn1ccn(-c2ccc(F)c(F)c2)c(=O)c1=O)NCCc1ccccc1 | 7% | -5% | 0% | -6%&-10% | 6&2 | 15%&-8% | 35%&27% | -16
Cc1cc(/C=N/NC(=O)c2cccs2)c(C)n1-c1ccccc1 | 0% | -11% | -1% | 8% | -5 | 9% | 37% | 5
CCN(CC)CCN1C(=O)c2cccc3cc(N)cc(c23)C1=O | 21% | 0% | 13% | -22% | -38 | -23% | ? | -7
COc1cccc(C(=O)NC2CC3CCCC(C2)N3Cc2ccc(C)cc2)c1 (stereo unspecified) | 2% | -7% | 7% | -14% | -18 | -7% | -3% | -112*
O=C(Nc1cccc2ccccc12)c1ccc2sc([C@H]3C[C@H](O)[C@@H](CO)O3)nc2c1 | -1% | -4% | -9% | 7% | 13 | 18% | 4% | 31
Cc1cc(C)cc(NC(=O)N2CCCC2C(=O)Nc2ccc(-n3cnnn3)c(C)c2)c1 (stereo unspecified) | 2% | -2% | 3% | -4% | 0 | -5% | 9% | -14
Cc1nc(SC(C)C)[nH]c(=O)c1Cc1ccccc1 | 7% | 9% | -2% | 9% | 1 | ? | 26% | 1
O=C(NCc1cccnc1)c1ccc(Cn2c(=S)[nH]c3ccc(Br)cc3c2=O)cc1 | -4% | 0% | 2% | -1% | -11 | -3% | -2% | -7
CS(=O)(=O)c1ccc(Cl)c(NC(=O)COC(=O)c2ccc(-n3cnnn3)cc2)c1 | 4% | -2% | 0% | 5% | -4 | 17% | 23% | 0
O=C(Nc1c(-c2ccccc2)[nH][nH]c1=O)c1ccc(Br)cc1 | 6% | -2% | -7% | -1% | 3 | 19% | -14% | -1
CNC(=O)C1CC(=O)N/C(=N/N=C(\C)c2cccs2)S1 (stereo unspecified) | -1% | -1% | 4% | 6% | -3 | 1% | 14% | -29
Cc1ccc(C)c(-c2nnc(NC(=O)CS(=O)(=O)c3ccccc3)o2)c1 | -2% | 0% | -6% | 16% | -12 | -22% | -4% | -28
Cc1ccc(-c2nc3cnccn3c2Nc2ccccc2)o1 | -2% | 20µM* | 6% | -27% | -1 | 35µM* | -6% | 0
O=C(Nc1nc(-c2ccccc2)cs1)c1cccc([N+](=O)[O-])c1 | 13% | 19% | -22% | 6% | -8 | ? | 15% | -69*
Cc1ccc2c(CC(=O)NCCc3ccc(S(N)(=O)=O)cc3)coc2c1 | 3% | 2% | -1% | 2% | 9 | -9% | 8% | 15
COc1ccccc1-c1c(C)nn2c(N3CCN(Cc4ccccc4)CC3)cc(C)nc12 | 14% | 0% | -9% | 7% | -7 | 18% | 13% | -12
Cc1ccccc1Cn1c([N+](=O)[O-])cnc1C | 7% | 3% | 0% | 6% | 14 | -12% | -14% | 3
COc1cc([N+](=O)[O-])ccc1NC(=O)CN1CCOCC1 | 6% | 5% | 0% | . | 5 | 14% | -25% | 6

Not a retest: an excerpt of the list.
SMILES | EPAC2 agonist | aSyn yeast inh | EPAC2 antagonist | Abeta rescue | D3 ag | TDP43 rescue | FUS yeast rescue | DRD3 antagonist
O=C(Nc1nc(-c2ccccc2)cs1)c1cccc([N+](=O)[O-])c1 | 13% | 19% | -22% | 6% | -8 | ? | 15% | -69*
Cc1ccc2c(CC(=O)NCCc3ccc(S(N)(=O)=O)cc3)coc2c1 | 3% | 2% | -1% | 2% | 9 | -9% | 8% | 15
COc1ccccc1-c1c(C)nn2c(N3CCN(Cc4ccccc4)CC3)cc(C)nc12 | 14% | 0% | -9% | 7% | -7 | 18% | 13% | -12
Cc1ccccc1Cn1c([N+](=O)[O-])cnc1C | 7% | 3% | 0% | 6% | 14 | -12% | -14% | 3
COc1cc([N+](=O)[O-])ccc1NC(=O)CN1CCOCC1 | 6% | 5% | 0% | . | 5 | 14% | -25% | 6

Following part.
SMILES | EPAC2 agonist | aSyn yeast inh | EPAC2 antagonist | Abeta rescue | D3 ag | TDP43 rescue | FUS yeast rescue | DRD3 antagonist
CCCCCCc1cc2cc(-c3nnc(-c4cccc(Cl)c4)o3)c(=O)oc2cc1O | . | . | . | 7% | -15 | 1% | 27% | .
CC1(C)CC(=O)C=C(Nc2ccccc2F)C1 | -3% | -2% | 1% | 15% | -1 | 19% | -24% | -3
Cc1cccc(NC(=O)c2cccc(C(=O)Nc3cccc(C)c3)n2)c1 | 2% | 4% | -2% | 3% | 12 | -5% | 0% | 3
COC(=O)c1cn(Nc2ncc(C(F)(F)F)cc2Cl)c(=O)c2ccccc12 | -5% | 3% | 5%[57.1 µM] | 26% | 1 | 6% | -8% | 32
C/C(=N\NC(=O)c1ccccc1O)c1cccc(NC(=O)c2ccccc2)c1 | 4% | 1% | 1% | -16% | 2 | 23% | -3% | 22
Cn1c(=O)c2c3c(sc2n2c(SCC(N)=O)nnc12)CC(C(C)(C)C)CC3 (stereo unspecified) | -16% | -3% | -18% | 12% | 7 | -16% | 10% | 12
O=C(O)c1ccc2c(c1)OCCO2 | 4% | 10% | -3% | 9% | 2 | 7% | -4% | 0
CCOc1ccc2c(c1)c(N=Nc1cccc(C(=O)O)c1)c(O)n2C | 7% | 3% | -5% | 3% | 2 | -1% | . | -13
O=C(N/N=C/c1c[nH]c2ccccc12)c1cccc(O)c1 | 7% | -3% | 1% | -9% | -1 | 15% | -21% | -14
O=C(NC(=O)c1ccccc1)Nc1cccc(S(=O)(=O)N2CCCCC2)c1 | -1% | -7% | 1% | -5% | -2 | -3% | -16% | -1
CN(C)C=NC(=O)c1cc(C(=O)c2ccc(Cl)cc2Cl)c[nH]1 | 5% | -2% | -5% | -10% | 3 | -18% | 11% | -18
COC(=O)c1cccc(CC2(C)C(=O)Nc3cc(-c4ccccc4Cl)ccc32)c1 (stereo unspecified) | 8% | 0% | -14% | -7% | 1 | 18% | 27% | -1
Cc1ccc(S(=O)(=O)CCC(=O)N(C)c2c(N)n(Cc3ccccc3)c(=O)[nH]c2=O)cc1 | 2% | 6% | -4% | -2% | 0 | -15% | 9% | -8
O=c1[nH]c2ccc(S(=O)(=O)N3CCCCC3)cc2[nH]c1=O | -6% | 3% | 3% | 8% | 3 | 12% | -16% | -5
CCCNC(=O)c1csc2c1CCCCC2 | 2% | 0% | 2% | 14% | 1 | 27% | 2% | 1
COc1ccc(C(c2c(O)cc(C)n(Cc3ccco3)c2=O)N2CCCCC2)cc1OC (stereo unspecified) | . | . | . | 4% | -7 | 6% | 28% | .
Cc1ccc(OCC(=O)NNC(=O)C2CSC3(C)CCC(=O)N23)cc1C (stereo unspecified) | 9% | -3% | 10% | 16% | 10 | 19% | -13% | 4
O=C(CCNC(=O)c1ccc([N+](=O)[O-])cc1)Nc1ccc(Cl)c(S(=O)(=O)N2CCOCC2)c1 | 0% | 4% | 12% | -8% | -1 | 14% | 13% | 12
c1coc(CNC2C3CC4CC(C3)CC2C4)c1 (stereo unspecified) | 9% | -7% | -3% | 12% | -4 | -16% | 22% | -17
O=C(O)CC1C(=O)NCCN1C/C=C/c1ccccc1 (stereo unspecified) | -7% | 2% | 18% | -22% | -4 | -6% | -10% | 1

Quoted at random: 3 entries already listed
SMILES | EPAC2 agonist | aSyn yeast inh | EPAC2 antagonist | Abeta rescue | D3 ag | TDP43 rescue | FUS yeast rescue | DRD3 antagonist
O=C(O)c1ccc2c(c1)OCCO2 | 4% | 10% | -3% | 9% | 2 | 7% | -4% | 0
Cn1c(=O)c2c3c(sc2n2c(SCC(N)=O)nnc12)CC(C(C)(C)C)CC3 (stereo unspecified) | -16% | -3% | -18% | 12% | 7 | -16% | 10% | 12
CCCNC(=O)c1csc2c1CCCCC2 | 2% | 0% | 2% | 14% | 1 | 27% | 2% | 1

Ordered by SMILES length (largest number first): part of the list above.
SMILES | EPAC2 agonist | aSyn yeast inh | EPAC2 antagonist | Abeta rescue | D3 ag | TDP43 rescue | FUS yeast rescue | DRD3 antagonist
COC(=O)c1cccc(CC2(C)C(=O)Nc3cc(-c4ccccc4Cl)ccc32)c1 (stereo unspecified) | 8% | 0% | -14% | -7% | 1 | 18% | 27% | -1
O=C(NC(=O)c1ccccc1)Nc1cccc(S(=O)(=O)N2CCCCC2)c1 | -1% | -7% | 1% | -5% | -2 | -3% | -16% | -1
CCCNC(=O)c1csc2c1CCCCC2 | 2% | 0% | 2% | 14% | 1 | 27% | 2% | 1

Next entries:
SMILES | EPAC2 agonist | aSyn yeast inh | EPAC2 antagonist | Abeta rescue | D3 ag | TDP43 rescue | FUS yeast rescue | DRD3 antagonist
Cn1c(SCc2cc(=O)c3cc(Cl)ccc3[nH]2)nnc1-c1ccccc1 | . | . | . | -5% | -7 | 10% | -16% | .
CCc1ccccc1OCC(=O)Nc1nc(-c2cccnc2)cs1 | -14% | ? | -18% | ? | -6 | 6.3µM* | 27% | 2
Cc1ccc(/C=C2/C(=O)ON=C2c2ccccc2)o1 | 4% | ? | 2% | ? | -2 | ? | 11% | ?
CC1Cc2ccccc2N1C(=O)Cn1cnc2ccccc21 (stereo unspecified) | 4% | 0% | -7% | -27% | 5 | -15%[0.397 µM] | 4% | 3
CCCCCCCCN1C(=O)[C@H](CC(=O)NCC2CCCCC2)C[C@@]2(C(=O)OC)CCCCC=C12 | -3% | 10% | -18% | 2% | 0 | 2% | ? | 3
COCCCNC(=O)CSc1ccsc1[N+](=O)[O-] | 3% | 1% | -3% | -1% | -3 | 12% | -17% | -5
Cc1ccc(C)c(NC(=O)Cn2c(=O)n(Cc3ccc4c(c3)OCO4)c(=O)c3ccc(C(=O)NC4CCCCC4)cc32)c1 | . | 3% | . | -3% | 1 | 9% | -1% | .

Compound activity (PubChem BioAssay)
